# USP2a inh: USP2a (human) protease inhibition; O75604; actives 0.01% (n = 330,000); Potency, µM (doses to about 38.3 µM), for inactives: top-dose activity change, negative = inhibition, actives largely listed as inhibitors; USP2 core, Ub-CHOP2 coupled fluorogenic reporter, 485/531;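 note: potency is the fitted concentration of half-maximal effect; plate controls were DMSO wells for no effect and full inhibition by NEM control for full effect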
# Target sequence (O75604 whole entry, looked up): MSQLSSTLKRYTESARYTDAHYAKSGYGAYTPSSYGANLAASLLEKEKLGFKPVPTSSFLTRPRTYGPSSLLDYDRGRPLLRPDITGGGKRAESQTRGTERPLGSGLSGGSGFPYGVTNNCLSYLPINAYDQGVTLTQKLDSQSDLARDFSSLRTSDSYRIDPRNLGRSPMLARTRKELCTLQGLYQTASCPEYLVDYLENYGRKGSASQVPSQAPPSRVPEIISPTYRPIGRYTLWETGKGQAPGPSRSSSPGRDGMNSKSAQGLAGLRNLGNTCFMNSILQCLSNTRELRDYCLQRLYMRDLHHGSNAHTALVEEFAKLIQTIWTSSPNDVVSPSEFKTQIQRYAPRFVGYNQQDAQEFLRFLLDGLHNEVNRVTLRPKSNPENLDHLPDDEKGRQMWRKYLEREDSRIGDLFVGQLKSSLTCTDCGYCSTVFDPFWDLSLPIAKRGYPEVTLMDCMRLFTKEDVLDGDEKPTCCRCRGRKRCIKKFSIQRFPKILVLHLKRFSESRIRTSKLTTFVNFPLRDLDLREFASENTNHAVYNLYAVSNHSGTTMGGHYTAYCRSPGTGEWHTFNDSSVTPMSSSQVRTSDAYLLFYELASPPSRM
#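 Deubiquitinase activity read as fluorescence (485/531 nm) after Ub-CHOP2 cleavage activates the enterokinase reporter on its substrate; USP2 core 10nM, Ub-CHOP2 and substrate 25nM each, 30min compound preincubation then 60min RT; data normalized to NEM, curves fitted.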
# FBPA coupling cs: coupling enzyme interference in Giardia aldolase counter-screen | coupling enzyme system counterscreen, AmpLite Red fluorescence | activity change, negative = inhibition, % at 58.2 µM, hits read low | actives 0.67% (n = 290,000) | AID 2472; in the data active = activity change below about -30%
#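 First, compound is pin-transferred into glyceraldehyde-3-phosphate coupling-enzyme reagent at 57.5 uM final and held 10 min at RT. Next, substrate, coupling system and AmpLite Red are added. After 20 min RT, fluorescence (525/598 nm) is read.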
# Giardia killer: kills Giardia lamblia | actives 0.15% (n = 340,000) | activity change, % at 7.66 µM, hits read low | Giardia lamblia trophozoite viability; in the data active = activity change below about -80%; inconclusive = between about -30% and that limit;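 note: parasites exposed to compound for two days anaerobically before the ATP read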
#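 Anaerobic 48 hrs incubation at 37 deg C of 100 trophozoites/well with test compounds; ATPLite 1-Step luminescence, 15-30 min RT, reports cellular ATP as viability.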
# uPA generation: cell surface uPA generation inhibition; cell surface uPA generation assay, qHTS; Potency, µM (top dose mostly 38.3 µM), without a hit: top-dose activity change, negative = inhibition, most hits filed as inhibitors; actives 0.31% (n = 330,000); AID 540303; active = well fitted inhibition curve with a large enough effect; inconclusive = small, poorly fitted or top-dose-only effect; inactive = no such curve, though single readings can be large or run the other way; tested in mouse RAW 264.7 cells; note: potency is the fitted concentration of half-maximal effect; nearly all actives have a fitted effect of over 55% in size
# GALK inh: blocks human galactokinase activity; Purified GALK, Kinase-Glo residual ATP luminescence; Potency, µM (series often up to 57.5 µM), without a hit: at the highest dose activity change, negative = inhibition, most hits filed as inhibitors; actives 0.007% (n = 270,000); AID 1868; note: potency is the fitted concentration of half-maximal effect
# Target sequence (P51570 whole entry, looked up): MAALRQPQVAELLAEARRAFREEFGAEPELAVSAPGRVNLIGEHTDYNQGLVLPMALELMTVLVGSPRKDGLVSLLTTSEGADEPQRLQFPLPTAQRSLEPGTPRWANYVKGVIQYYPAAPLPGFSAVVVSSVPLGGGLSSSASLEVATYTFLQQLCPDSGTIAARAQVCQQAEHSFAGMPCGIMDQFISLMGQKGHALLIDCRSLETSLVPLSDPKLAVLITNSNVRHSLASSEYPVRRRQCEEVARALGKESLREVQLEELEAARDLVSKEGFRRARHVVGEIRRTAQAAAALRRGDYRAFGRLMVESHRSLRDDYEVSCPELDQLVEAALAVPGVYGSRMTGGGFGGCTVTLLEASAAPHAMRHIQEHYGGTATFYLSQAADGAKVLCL
#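 Luminescence from leftover ATP (Ultra-Glo luciferase/luciferin) served as read-out after a 1 h room-temperature reaction of 5 nM GALK with 35 uM ATP and 100 uM galactose.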
# Chronic BCR inh: inhibitors of chronic active B-cell receptor signaling. ABC-DLBCL IkBa-CBG/CBR reporter, luminescence ratio, 4 h. Potency, µM (top dose mostly 46.1 µM), without a hit: at the highest dose ratio change, negative = lower green/red ratio, usual class: inhibitors. actives 0.05% (n = 340,000); active = well fitted inhibition curve with a large enough effect in the signal ratio, with a control signal flat, not every such curve was filed as active; inconclusive = small, poorly fitted or top-dose-only effect, or effect the other way, or a change in a side signal; the % refers to the signal ratio;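 note: potency is the fitted concentration of half-maximal effect; plate controls were basal doxycycline-induced cells for no effect and cells given 10 µM MG132 for full effect; MG132 reads +100%, hits lower the ratio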
#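 Compounds up to 46 uM were incubated four hours with TMD8 cells whose green CBG68 luciferase is fused to IkappaBalpha; red CBR luminescence normalised the signal, and concentration-effect curves were fitted to fusion, red and ratio data.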
# hERG WT inh: KCNH2 (human, wildtype) channel inhibition; Q12809; U2OS, BacMam KCNH2, thallium flux FluxOr; hits give low values; activity change, % at 1.84 µM; AID 720551; actives 0.37% (n = 340,000);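 active = maximum activity change below -70%; inconclusive = maximum activity change between -70% and -50%; inactive = maximum activity change above -50%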
#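 U2OS cells were transduced with wild-type KCNH2 virus (2.03 x 10^8 / mL) for 4 h at room temperature, then cultured overnight at 37 C. Thallium flux was read with FluxOr dye. Rate constants were normalized to DMSO controls.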
# PKM2 act: activators of human pyruvate kinase M2; P14618; purified PKM2, Kinase-Glo ATP luminescence, activation; response scale: 0% is enzyme alone, no compound; Potency, µM (series often up to 57.5 µM), inactives show top-dose activation, usual class: activators; actives 0.34% (n = 260,000); note: potency is the fitted concentration of half-maximal effect; nearly all actives have a fitted effect of over 55% in size
#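 Purified hPK-M2 (>95%) run at intermediate activity with 0.1 mM ADP and 0.5 mM PEP in 50 mM imidazole pH 7.2, KCl, MgCl2; 1 h room temperature. ATP formed read by Kinase-Glo luminescence; normalized to uninhibited and no-enzyme controls.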
# B2AR arrestin: agonists driving beta-arrestin recruitment to human beta2-adrenergic receptor; P07550; beta-arrestin recruitment to beta2AR, cell-based reporter; Potency, µM (titrated, usually from 46.1 µM), inactives show at the highest dose activation, most hits filed as activators; actives 0.02% (n = 330,000);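 note: potency is the fitted concentration of half-maximal effect; 0% = DMSO controls and full agonism = EC100 isoproterenol or metaproterenol; nearly all actives have a fitted effect of over 65% in size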
# Eya2 phos inh: inhibitors of human Eya2 phosphatase activity; recombinant Eya2, OMFP fluorescence dephosphorylation (OMFP is methylfluorescein phosphate); AID 488837; Potency, µM (highest dose often 76.9 µM), for the others: at the highest dose activity, negative = inhibition, hits mostly inhibitors; actives 0.006% (n = 330,000); O00167; note: potency is the fitted concentration of half-maximal effect
#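 Eya2 protein (added as 0.2 uM solution) was preincubated with compound for 10 min at ambient temperature in 50 mM HEPES pH 7.5, 50 mM NaCl, 5 uM MgCl2, 0.05% BSA, 1 mM DTT. OMFP (added at 50 uM) then reacted 10 min; fluorescence read at 485/525 nm.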
# KCNH2 3.1 block: inhibitors of human KCNH2 3.1 potassium channel isoform | AID 720553 | actives 0.95% (n = 340,000) | U2OS KCNH2 3.1, thallium flux FluxOr; hits give low values | activity change, % (tested at about 1.8 µM);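 active = maximum activity change below -70%; inconclusive = maximum activity change from -70% to -50%; inactive = maximum activity change above -50%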;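 note: thallium influx rate constant from kinetic fluorescence after stimulation buffer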
#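 We transduce U2OS cells with the mutant 3.1 virus, culture them overnight, load FluxOr with Red40 quencher for 45 min, then add stimulation buffer and read kinetically for 2 min to derive a normalized rate constant.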
# An asterisk follows results filed as active; ? = inconclusive; / = not tested or not shown. Unless noted, calls come from the whole dose curve; as a rule, active = well fitted curve in the direction sought with a large enough effect; inconclusive = small, poorly fitted or top-dose-only effect, or another doubt; inactive = no such curve, though single readings can be large; an effect the other way counts as inactive or inconclusive. Unless noted, % is set by controls: 0 for no effect and ±100 for the full control effect. An unsorted share of the library; about 2.4% have a hit in one of these screens.
molecule,USP2a inh,FBPA coupling cs,Giardia killer,uPA generation,GALK inh,Chronic BCR inh,hERG WT inh,PKM2 act,B2AR arrestin,Eya2 phos inh,KCNH2 3.1 block
COc1ccc(CNc2nc3ccccc3n2Cc2ccccc2)cc1OC,-1%,-2,-5,-2%,-5%,10%,19,-1%,-0.4%,-5%,-19
C/C=C\C=C/C(=O)Nc1cccc(C2=NOC3(C2)C[C@@H](C(N)=O)N(C(=O)/C=C/CC)C3)c1 (stereo partly specified),0%,0,23,11%,4%,?,-8,?,0.5%,6%,26
Cc1cc(Nc2ccccc2)n(-c2nc3ccccc3[nH]2)n1,4%,-9,-2,-5%,0%,?,3,10%,-0.2%,-38%,-12
C[C@H]1C=C(C(=O)NCc2ccccc2)O[C@@H](OCc2ccc(CO)cc2)C1,2%,1,20,-8%,-1%,6%,-2,0%,-0.2%,11%,22
COc1cc(CN2CCN(c3ccc(C)cc3)CC2)cc([N+](=O)[O-])c1O,0%,1,1,/,0%,2%,8,-9%,-0.4%,-9%,/
CC1CCN(C(=O)c2ccccc2NC(=O)c2cccc(S(=O)(=O)N3CCOCC3)c2)CC1,0%,0,-10,-3%,-1%,0%,5,1%,-0.4%,-25%,-3
Cc1ccc(C)c(S(=O)(=O)N2CCN(CC(=O)Nc3sccc3C#N)CC2)c1,2%,0,14,-1%,1%,12%,4,1%,3.7%,-3%,-14
COc1ccc2oc(C(=O)OCC(=O)N(C)C3CCCCC3)c(C)c2c1,-1%,/,2,7%,/,2%,2,/,-0.1%,32%,-32
Cc1oc(-c2cccc(Cl)c2)nc1CN1CCC(C(=O)NC2CC2)CC1,-9%,-1,17,3%,0%,-7%,9,/,-0.2%,8%,-5
CCN1C(=O)C2(C(C#N)=C(N)Oc3c2c(C)nn3-c2ccccc2)c2ccccc21 (stereo unspecified),3%,-45*,6,/,0%,?,-5,20%,-0.4%,1%,10
COc1cccc([C@@H]2CC=C(C(=O)O)[C@H](c3ccc(F)cc3)N2S(=O)(=O)c2ccc(C)cc2)c1,-1%,/,-28,-5%,/,13%,-10,/,0.0%,0%,16
CS(=O)(=O)NCc1nnc(SCc2ccc(C(F)(F)F)cc2)o1,0%,1,-12,1%,1%,-6%,-1,-2%,0.4%,2%,5
N=C1C(c2nc3ccccc3s2)=C(O)CN1NC(=O)c1ccco1,1%,6,-23,6%,6%,?,-7,-1%,-0.8%,9%,2
CC(=O)Oc1ccc(/C=C2/Oc3ccccc3C2=O)cc1,11%,2,4,-8%,-1%,1%,-2,-14%,-0.3%,9%,-12
Cc1ccccc1OCC(O)CN1CCN(CC(O)COc2ccccc2C)CC1 (stereo unspecified),-1%,-4,11,-18%,-2%,-13%,15,0%,-0.3%,-1%,-22
CC(NC(=O)CCc1nnc(Cc2cccc(C(F)(F)F)c2)o1)C1CC1 (stereo unspecified),4%,2,0,-1%,9%,?,4,-5%,-0.1%,-2%,19
COc1ccccc1/C=C/C(=O)Nc1ccc(S(=O)(=O)Nc2cc(C)nc(C)n2)cc1,2%,0,16,1%,-2%,-26%,2,/,-0.3%,-12%,23
COC(=O)C(NC(C)=O)(Nc1nc(C)cs1)C(F)(F)F (stereo unspecified),5%,2,5,3%,2%,?,-17,-1%,0.1%,23%,?
CCOc1cc(/C=N/NC(=O)c2cc(C3CC3)[nH]n2)ccc1O,1%,1,8,4%,0%,?,2,-52%,0.8%,16%,-3
O=C(CSc1nnc(NC(=O)c2c(F)cccc2F)s1)NCc1ccccc1,4%,-1,-7,-3%,-1%,2%,6,0%,-0.3%,-11%,14
COc1cc([N+](=O)[O-])ccc1NC(=S)NNC(=O)c1ccc2c(c1)OCO2,3%,/,-28,-20%,-9%,?,-1,-9%,-0.9%,9%,-3
CCn1ccc(C(=O)NC2C(=O)N3C(C(=O)O)=C(C)CSC23)n1 (stereo unspecified),3%,2,-14,-7%,-2%,-12%,4,4%,-0.3%,-13%,5
N#Cc1c(C(F)(F)F)cc(=O)[nH]c1SCC(=O)O,-1%,12,28,2%,15%,0%,-10,-10%,-0.1%,-1%,-19
O=C(Nc1cccnc1)c1ccc([N+](=O)[O-])s1,1%,/,-87*,4.5µM*,/,?,-1,/,-2.1%,4%,-1
CSc1nc2c(c(=O)[nH]1)CCCC2,-1%,-3,0,9%,-2%,2%,12,-13%,0.0%,14%,7
C=CCSC1=N/C(=C\c2cccnc2)C(=O)N1c1ccc(OC)cc1,3%,4,-1,2%,0%,-8%,-3,1%,0.0%,-8%,-20
COc1ccc(CCNC(=O)CSc2nnc(-c3ccccc3)c3ccccc23)cc1OC,0%,2,14,-3%,0%,?,1,-5%,0.5%,1%,-2
Cc1c(C(=O)OC(C)C)[nH]c2c1C(=O)CC(C)(C)C2,-1%,0,-10,-3%,3%,-1%,2,1%,-0.5%,9%,-1
O=C(NCCN1CCN(Cc2ccc([N+](=O)[O-])cc2)CC1)C(=O)Nc1ccccc1,1%,2,0,14%,2%,?,?,-7%,-0.1%,-26%,-82*
NNc1nc2c(Cl)ccc(Cl)c2s1,-1%,1,-11,-1%,1%,?,-23,-4%,-0.4%,-6%,10
Cc1ccc(C(=O)NCC(=O)N2CCCCCCC2)cc1C,-1%,/,-23,9%,/,-2%,0,/,-0.8%,-14%,0
Cn1c(=O)c2c(nc(CN3CCN(C(=O)c4ccco4)CC3)n2CCCO)n(C)c1=O,-1%,/,-1,-3%,1%,-8%,7,/,-0.2%,1%,-4
CCN(CC)S(=O)(=O)c1ccc(NC(=O)CCNC(=O)c2ccccc2)cc1,-2%,0,-15,1%,-4%,-6%,0,/,0.3%,-24%,-16
CCOc1cc(C(C#N)N2CCCCC2)ccc1OC (stereo unspecified),-5%,5,-21,7%,3%,-8%,-7,-7%,-1.5%,-1%,-13
O=C(OCC(=O)N1CCCCCC1)c1cccnc1Cl,2%,/,-12,?,/,2%,-5,/,0.0%,-4%,-25
COc1ccc(OC)c(NC(=O)CCc2nnc3ccc(NCc4ccco4)nn23)c1,0%,/,10,1%,2%,0%,-3,/,-0.2%,3%,22
O=C(O)CCC(=O)N1CCc2cc(S(=O)(=O)N3CCCCC3)ccc21,2%,4,-2,/,-1%,-1%,-17,-4%,-0.3%,-16%,2
CCOC(=O)N1CCN(c2nc(SC)nc3sc4c(c23)CC(C)(C)OC4)CC1,0%,2,-7,1%,1%,?,-14,0%,0.0%,-3%,-15
Nc1ccc2ncccc2c1,1%,-39*,-10,/,8%,1%,2,0%,0.3%,-10%,-118*
Cc1c(Cl)cccc1NC(=O)CSC(C)c1nc2ccccc2c(=O)[nH]1 (stereo unspecified),-1%,0,16,4%,4%,1%,-3,-12%,-0.8%,2%,/
CCC(C)c1ccc(OCCn2ccnc2)cc1 (stereo unspecified),0%,0,1,4%,1%,0%,3,0%,2.8%,-3%,-10
COC(=O)c1ccc(Cn2cnc3c(cnn3-c3ccc(F)cc3)c2=O)o1,-4%,4,-12,2%,0%,-6%,-1,?,0.1%,-20%,1
COc1cccc(OC)c1NC(=O)c1nc2c(nnn2Cc2ccccc2Cl)c(=O)[nH]1,1%,4,-7,-3%,-2%,?,-21,0%,-1.0%,10%,-5
COc1ccc(OCC(=O)N2CCN(C(=O)c3cccs3)CC2)cc1,3%,5,13,-2%,1%,1%,-4,-13%,0.2%,-1%,5
N#Cc1ccc(Cn2c(=O)c(C#N)c3n(c2=O)CCC3)cc1,0%,4,-9,1%,5%,-2%,2,-2%,-0.2%,5%,0
COC(=O)C1CCCCN1C(=O)c1ccc2oc(Cc3ccccc3)nc2c1 (stereo unspecified),1%,/,19,-14%,-7%,9%,0,/,4.8%,-4%,9
CCC(C)c1ccc(NC(=O)C2CC2)cc1 (stereo unspecified),-1%,-2,16,-3%,-1%,-6%,-7,0%,-0.2%,9%,17
O=C(c1cc(-c2ccc(Cl)cc2)n(-c2ccc(Cl)cc2)n1)N1CCOCC1,2%,-6,1,-5%,-3%,-3%,-70*,-1%,0.2%,?,-98*

# Marked active in uPA generation, among the entries above:
Compound,uPA generation,GALK inh,B2AR arrestin,Eya2 phos inh
O=C(Nc1cccnc1)c1ccc([N+](=O)[O-])s1,4.5µM*,/,-2.1%,4%
